Screens deposited in PubChem by Broad Institute.
ERp5 block – inhibitors of human ERp5. Q15084. ERp5 insulin aggregation, absorbance 650 nm, 90 min. inhibition, % at 9.99 µM. 0.05% of 350,000 active;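 active = mean replicate inhibition above about 25%, with every replicate also reaching it, limit read from the data, passing the limit was not always enough; inconclusive = only one of those two criteria met; inactive = neither criterion met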
Target sequence (Q15084 whole entry, looked up): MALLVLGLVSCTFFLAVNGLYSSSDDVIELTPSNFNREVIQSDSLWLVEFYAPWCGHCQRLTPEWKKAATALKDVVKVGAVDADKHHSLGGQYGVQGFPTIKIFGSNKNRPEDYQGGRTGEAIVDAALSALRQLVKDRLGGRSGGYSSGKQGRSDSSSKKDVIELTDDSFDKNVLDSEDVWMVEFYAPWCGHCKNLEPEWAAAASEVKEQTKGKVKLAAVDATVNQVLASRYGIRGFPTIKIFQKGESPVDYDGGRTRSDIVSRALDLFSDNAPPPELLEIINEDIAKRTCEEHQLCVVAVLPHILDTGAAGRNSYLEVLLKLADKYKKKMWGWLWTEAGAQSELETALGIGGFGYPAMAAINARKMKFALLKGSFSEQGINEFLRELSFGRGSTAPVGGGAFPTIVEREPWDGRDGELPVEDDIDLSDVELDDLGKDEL
CFTR F508del cor – CFTR F508del correction in bronchial cells; CFBE cells, YFP halide quenching; stimulated with forskolin plus potentiator P3; % fluorescence drop versus neutral controls; activity (quench increase), % at 7.58 µM; 0.36% of 350,000 active;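 active = mean added fluorescence quench of at least 8% versus neutral control, with both replicates also reaching 8%; inconclusive = only one of the mean or replicate conditions met; inactive = mean below 8% and not both replicates reaching 8%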;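 also: cells transiently co-express mutant CFTR-F508del with the halide-sensitive YFP; corrector assay measuring rescue of mutant channel to the surface after 24 h compound exposure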
DENV2 CPE – DENV2-induced cell death inhibition; DENV2-infected cells, cytopathic effect rescue, plate reader; CPE inhibition, % at 9.99 µM; 1.7% of 350,000 active; in the data active = CPE inhibition above about 20%, passing the limit was not always enough; inconclusive = no clear call, values can overlap the other calls; tested in BHK-21 cells;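 also: 0% = median of neutral control wells and 100% = median of positive control wells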
SIRT5 inh – inhibitors of human sirtuin-5 desuccinylase. 1.1% of 330,000 active. Purified SirT5, succinyl-peptide AMC, trypsin-coupled fluorescence. Q9NXA8. inhibition, % at 15 µM; in the data active = inhibition above about 15%; inconclusive = no clear call, values can overlap the other calls
Casp6 inh – caspase-6 (human) enzyme inhibition; P55212; purified caspase-6, Z-VEID-R110 cleavage fluorescence; inhibition, % at 12.5 µM; 0.53% of 350,000 active;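 active = mean inhibition across replicates at least about 35%, with every replicate also reaching that limit, limit read from the data; inconclusive = only one of the two criteria met; inactive = neither criterion met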;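 also: 0% = median of neutral control wells and 100% = no fluorescence left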
Target sequence (P55212 24-179 limits assumed): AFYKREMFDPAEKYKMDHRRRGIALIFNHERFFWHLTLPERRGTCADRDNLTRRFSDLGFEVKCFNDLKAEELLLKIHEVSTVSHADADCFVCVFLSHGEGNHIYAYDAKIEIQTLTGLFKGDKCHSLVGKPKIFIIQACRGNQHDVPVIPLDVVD
Target sequence (P55212 194-293 limits assumed): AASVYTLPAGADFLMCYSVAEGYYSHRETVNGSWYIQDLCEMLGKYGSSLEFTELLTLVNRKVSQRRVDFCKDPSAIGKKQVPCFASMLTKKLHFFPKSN
ERAP1 HTS inh – blocks human ERAP1 aminopeptidase activity | Q9NZ08 | recombinant ERAP1, Leu-AMC fluorescence, 60 min | inhibition, % at 10.7 µM | 0.15% of 340,000 active | AID 652197;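 active = mean replicate inhibition of at least 30%, or all replicates individually reaching that 30% level; inactive = mean below 30% and not every replicate reaching it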;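 also: 0% = neutral control wells and 100% = L-leucinethiol positive control wells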
miR-122 sensor – miR-122 inhibition in Huh7 cells; Huh7 miR-122 Renilla luciferase sensor, 48 h; neutral wells = 0, positive control = 100; activation (reporter increase), % at 12.5 µM; 0.3% of 340,000 active;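 active = mean replicate activation score at least 90 and every replicate individually at or above 90; inconclusive = only one of the two criteria met; inactive = neither criterion met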;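 also: higher luciferase means less miR-122 activity so hits act as miR-122 inhibitors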
* = called active by the depositor; ? = inconclusive; . = not tested or not shown; & = joins results of further samples; [ ] = remark or other dose. Rows are unselected (roughly 4% active in at least one column).

Structure	ERp5 block	CFTR F508del cor	DENV2 CPE	SIRT5 inh	Casp6 inh	ERAP1 HTS inh	miR-122 sensor
COc1ccc(-c2ccc([C@H]3[C@@H](CO)N(C(=O)C4CCOCC4)[C@H]3C#N)cc2)cc1	-1	0.7	10	0	1	6	.
C[C@H](O)C#Cc1ccc2c(c1)O[C@H](CN(C)Cc1cccnc1)[C@@H](C)CN([C@@H](C)CO)S2(=O)=O	1	-1.4	0	-2	4	-1	9[16.7 µM]
O=C(Nc1cccc(F)c1)c1ccc(S(=O)(=O)N2CCCCC2)cc1	-16	-2.7	114*	-15	4	7	-4
COc1cccc2sc3cc(NCc4ccc(C)o4)ccc3c(=O)c12	-2	-0.5	56*	.	.	-13	6
COc1ccc2c3c(n(C)c2c1)[C@H](CO)N(C(=O)Nc1ccc(F)cc1)CC31CCN(Cc2cccc(F)c2)CC1	-7	4.2	6	2	2	2	.
O=C(CSc1n[nH]c(-c2cccnc2)n1)OC1CCCCC1	6	-2.7	6	-4	-3	6	.
Cc1cc(NC(=O)CCC(=O)N(Cc2ccccc2)C2(C(=O)NC3CCCCC3)CCCC2)no1	0	.	9	2	2	3	-15
CCC(=O)c1ccc(OCC(O)CN2CCN(S(=O)(=O)c3ccc(NC(C)=O)cc3)CC2)cc1 (stereo not drawn)	2	-9.6	1	2	-1	1	.
COc1ccc(C(=O)O/N=C(\N)c2ccc(Cl)cc2)cc1	0	1.4	4	-2	-2	1	5
CCNC(=O)CC1S/C(=N/N=C(\C)c2ccccc2)NC1=O (stereo not drawn)	0	-1.4	0	1	0	7	.
O=C(Cc1ccccc1)N1C[C@@H]2[C@H](c3ccccc31)[C@H](CO)N2C(=O)Nc1ccc(F)cc1	-1	-1.4	-8	2	1	1	?
COc1ccc(C(=O)N2CCCC(CCC(=O)N3CCN(c4ccccn4)CC3)C2)cc1 (stereo not drawn)	3	1.1	5	-2	-2	4	.
CCOC(=O)N1CCN(CCCc2ccccc2)CC1	4	4.0	2	0	0	1	-2
C[C@@H]1CN([C@H](C)CO)C(=O)Cc2cc(N(C)C)ccc2O[C@H]1CN(C)S(=O)(=O)c1cn(C)cn1	-8	-2.1	10	3	-2	5	-3[16.7 µM]
O=C1CN(Cc2ccc(F)cc2)C[C@@H]2[C@@H](c3ccc(Br)cc3)[C@H](CO)N12	1	3.1	-1	-1	2	-1	.
Cc1ccc(Sc2ncccc2O)cc1	-1	-1.6	5	-4	1	.	.
CCC(=O)N(C)C[C@@H]1Oc2ncc(-c3ccc(F)cc3)cc2C(=O)N([C@H](C)CO)C[C@@H]1C	-1	0.7	10	1	1	-1	14[16.7 µM]
CCOC(=O)c1cc2sccc2n1CC(=O)N1CCCc2ccccc21	4	-0.5	.	4	15	-8	-2
COCCNC(=O)C[C@@H]1C[C@H]2c3cc(NC(=O)Nc4ccc(F)cc4)ccc3O[C@H]2[C@H](CO)O1	4&8	-6.7&-1.6	-6&2	-1&-2	0&3	-4&-2	-1
CCCCOc1ccc(C(O)C(CN2CCCCC2)c2ccccc2)cc1 (stereo not drawn)	2	.	10	-1	-39	-3	.
CCn1c(=S)[nH]c2sc3c(c2c1=O)CCCC3	0	6.0	-1	3	31	0	-5
COCCN(C(=O)COC(=O)CCc1ccc(OC)cc1)c1c(N)n(Cc2ccccc2)c(=O)[nH]c1=O	1	-1.0	-5	4	0	6	.
NCCNCCNCCN	1	-0.1	-11	-3	-209	-1	-6
COc1cc(C2Nc3cc(Cl)c(S(N)(=O)=O)cc3S(=O)(=O)N2)ccc1OCc1ccccc1 (stereo not drawn)	-2	.	.	2	1	5	-4
Cc1sc2nc(CN3CCOCC3)nc(NS(=O)(=O)c3cc(Cl)ccc3Cl)c2c1C	2	0.8	-14	5	9	5	4
C[C@@H]1CN([C@H](C)CO)C(=O)c2cccc(NS(=O)(=O)c3ccc(F)cc3)c2O[C@@H]1CN(C)Cc1ccccc1	3	-0.2	-5	6	2	3	9[16.7 µM]
COc1ccc(CC(=O)Nc2ccc(S(=O)(=O)N3CCOCC3)cc2)cc1	-11	3.2	?	-5	-3	1	.
CC(=O)N(C)C[C@@H]1Oc2cc(C3=CCCC3)ccc2S(=O)(=O)N([C@@H](C)CO)C[C@@H]1C	-1	3.1	-6	2	0	1	-2[16.7 µM]
O=C(CCCSc1ccccc1)Nc1cccc(CO)c1	-4	-1.3	-1	1	-2	-1	-4
COc1cc2ccccc2cc1C(=O)Nc1ccc(N2CCN(C(=O)C(C)C)CC2)cc1	-3	4.6	-3	2	-2	-2	1
COC(=O)/C=C1\OCc2cc(OC)c(OC)cc21	2	-1.5	10	1	-2	-2	.
O=[N+]([O-])c1ccccc1S(=O)(=O)N1CCN(c2ccc(F)cc2)CC1	-8	-0.5	0	-1	3	-1	1
C[C@@H]1CN([C@@H](C)CO)C(=O)c2cc(NC(=O)c3ccncc3)ccc2O[C@@H]1CN(C)S(=O)(=O)c1cn(C)cn1	6	0.8	?	1	-3	-4	-3[16.7 µM]
COc1ccc(CN2CC[C@@H](N3CCOCC3)[C@H](O)C2)cc1F	6	0.2	5	-8	-3	-1	.
O=C(O)c1ccc(-n2ncc3c2/C(=C\c2cccc([N+](=O)[O-])c2)CC3)cc1	3	-3.4	-5	5	16	-4	13
CN(CCOc1ccc(Cl)cc1)C(=O)c1ccc(S(=O)(=O)N2CCOCC2)cc1	-3	2.1	-1	-1	.	-1	-6
CC(=O)c1ccc(S(=O)(=O)Nc2ccc(C(=O)NCC(c3ccco3)N3CCCC3)cc2)cc1 (stereo not drawn)	3	-0.8	-1	-1	0	-1	8
COc1ccccc1NC(=O)C(C)OC(=O)CSCC(=O)Nc1ccc(C)cc1C (stereo not drawn)	-4	-3.2	-1	1	0	3	1
CC(NC(=O)COc1ccc([N+](=O)[O-])cc1)c1ccccc1 (stereo not drawn)	0	2.0	0	4	4	2	.
Cc1ccc(S(=O)(=O)NCC[C@H]2CC[C@H](NC(=O)c3ccccn3)[C@H](CO)O2)cc1	-2	2.5	8	2	1	-1	.
COc1ccc(S(=O)(=O)Nc2ccc3c(c2)C(=O)N([C@H](C)CO)C[C@H](C)[C@H](CN(C)C(=O)NC2CCCCC2)OCCCC[C@@H](C)O3)cc1	1	-0.5	4	.	0	-1	8[16.7 µM]
N#Cc1c(SCc2c(Cl)cccc2Cl)nc(N)[nH]c1=S	-7	6.9	-1	3	20	0	0
Cc1c(Cl)cccc1NC(=O)NNC(=O)CCc1ccccc1	5	0.8	-6	-3	-2	-5	-5
COc1ccc(N2C(=O)C(Cl)=C(N3CCN(Cc4ccccc4)CC3)C2=O)cc1	-5	-1.4	7	-1	-1	2	.
Cc1c(Cl)cccc1NC(=O)c1ccccc1-c1ccccc1C(=O)O	9	-6.8	-8	-4	-2	-1	.
CCOC(=O)N1CCN(C(=O)/C(=C/c2ccccc2OC)NC(=O)c2ccccc2)CC1	5	1.6	18	-2	-5	2	-2
CCC1(C)Cc2c(C#N)c(N)sc(=S)c2CO1 (stereo not drawn)	6	.	.	15	9	4	4
CC(=O)N1CCc2c(sc3c2c(=O)n(-c2ccccc2)c(=O)n3CC(=O)NCC2CCCO2)C1 (stereo not drawn)	1	2.8	5	0	-1	3	8
Cc1ccc(C(=O)NCC(=O)OCC(=O)NC(C)C2CC3CCC2C3)cc1 (stereo not drawn)	-7	-1.6	10	1	0	-8	3
C[C@H]1CN([C@@H](C)CO)C(=O)Cc2cc(NS(C)(=O)=O)ccc2O[C@@H]1CN(C)S(=O)(=O)c1cccs1	-3	-3.3	-5	3	-2	0	2[16.7 µM]
C[C@@H]1CN([C@@H](C)CO)C(=O)c2cccc(NC(=O)C3CC3)c2O[C@@H]1CN(C)Cc1ccncc1	2	-1.0	20	-2	1	-3	-11[16.7 µM]
C[C@@H]1CN([C@H](C)CO)C(=O)c2cccc(N(C)C)c2O[C@@H]1CN(C)Cc1ccc(C(=O)Nc2ccccc2N)cc1	-1	3.2	11	4	-2	-2	84[16.7 µM]
COc1cccc2c1cc1c(=O)n(CC(=O)N3CCCCCC3)nc(C)n12	2	0.4	0	-8	-5	3	1
Cc1c(OCC(=O)N2C[C@H]3C[C@@H](C2)c2cccc(=O)n2C3)ccc2c3c(c(=O)oc12)CCC3	-7	-2.4	6	1	2	0	-2
COc1cccc2cc(-c3nc4ccccc4[nH]3)c(=O)oc12	-1	-6.6	-4	0	-1	1	.
COC(=O)N/N=C/c1cc(Cl)c(OCc2ccccc2F)c(OC)c1	-2	-0.6	9	-2	-4	0	.
Cc1cc(C)nc(OC(C(=O)O)C(OCc2ccccc2)(c2ccccc2)c2ccccc2)n1 (stereo not drawn)	-11	-0.6	0	2	5	4	0
CN(C)c1nc2ccccc2n(C)c1=O	1	-1.3	2	1	1	1	.
CC(C)NC(=O)N(C)C[C@H]1Oc2ccc(NC(=O)Nc3ccccc3)cc2CC(=O)N([C@H](C)CO)C[C@H]1C	-2	0.8	11	-3	0	0	-9[16.7 µM]
COCC(=O)N[C@H]1C[C@@H]2O[C@@H](CO)CC[C@@H]2O[C@@H]1CCc1ccc(-c2ccccc2)cc1	7	2.3	0	3	1	-8	.

Brought forward from above: 2 entries, then new ones.
Structure	ERp5 block	CFTR F508del cor	DENV2 CPE	SIRT5 inh	Casp6 inh	ERAP1 HTS inh	miR-122 sensor
CC(C)NC(=O)N(C)C[C@H]1Oc2ccc(NC(=O)Nc3ccccc3)cc2CC(=O)N([C@H](C)CO)C[C@H]1C	-2	0.8	11	-3	0	0	-9[16.7 µM]
COCC(=O)N[C@H]1C[C@@H]2O[C@@H](CO)CC[C@@H]2O[C@@H]1CCc1ccc(-c2ccccc2)cc1	7	2.3	0	3	1	-8	.
Oc1cccc2ccc(/C=C/c3c(F)cccc3Cl)nc12	2	-2.8	0	0	-1	2	-2
Cc1cc(Cl)nc2ccc(Cc3ccc4nc(Cl)cc(C)c4c3)cc12	-1	-1.2	-1	4	0	1	.
CN1C(=O)c2cc(NC(=O)Nc3ccc(Cl)cc3)ccc2OC[C@@H]2O[C@@H](CC(=O)NCCN3CCCCC3)CC[C@H]21	0	1.8	-8	0	3	-4	-27[16.7 µM]
COc1ccc(N2CCN(C(=O)c3cc4c(s3)CCCCC4)CC2)cc1	-17	-0.2	5	-2	3	3	-6
CCCC(=O)N1CCN(c2ccc(NC(=S)NC(=O)c3cccc(C)c3)cc2)CC1	1	2.5	-3	-5	2	-4	.
Nc1ccc(S(=O)(=O)NC2(C(F)(F)F)NC(=O)N(Cc3ccccc3)C2=O)cc1 (stereo not drawn)	1	0.3	1	-1	2	-1	5
